CDK5 inh = inhibitors of human CDK5/p35 kinase, primary screen, biochemical, single concentration; Cyclin-dependent kinase 5 (Homo sapiens) + Cyclin-dependent kinase 5 activator 1 (Homo …; hit rate 0.01% among 330,000; inhibition, % at 10 µM; AID 488839, 2010; Recombinant CDK5/p35, ADP-Glo luminescence, 60 min;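 active = highest replicate inhibition of at least 50% and at least 75% of replicates reaching 50%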;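 note: plate controls were DMSO neutral control for no effect and GW8510 at 10 µM for full effect; many of its hits are not listed in these tables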
Target sequence (Q00535 whole entry, looked up): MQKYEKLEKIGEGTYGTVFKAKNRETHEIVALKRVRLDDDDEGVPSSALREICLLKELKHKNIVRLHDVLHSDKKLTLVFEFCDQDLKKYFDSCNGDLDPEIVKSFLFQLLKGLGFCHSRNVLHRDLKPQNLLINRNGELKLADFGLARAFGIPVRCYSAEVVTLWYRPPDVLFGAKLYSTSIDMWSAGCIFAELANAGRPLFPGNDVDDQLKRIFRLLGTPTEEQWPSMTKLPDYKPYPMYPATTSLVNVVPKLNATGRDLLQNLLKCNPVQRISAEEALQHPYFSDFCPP
Target sequence (Q15078 whole entry, looked up): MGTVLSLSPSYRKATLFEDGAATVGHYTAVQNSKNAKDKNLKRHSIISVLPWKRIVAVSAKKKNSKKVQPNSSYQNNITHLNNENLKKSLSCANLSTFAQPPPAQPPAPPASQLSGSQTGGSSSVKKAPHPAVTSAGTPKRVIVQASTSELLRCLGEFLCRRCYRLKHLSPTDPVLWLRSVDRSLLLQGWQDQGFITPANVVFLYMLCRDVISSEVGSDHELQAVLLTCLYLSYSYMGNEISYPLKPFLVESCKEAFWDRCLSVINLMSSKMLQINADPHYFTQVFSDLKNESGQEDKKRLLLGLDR
HTR5A ag = HTR5A agonists in luminescence cell assay, primary screen, counter-screen for OPRM1-OPRD1 heterodimer agonist project, full-deck HTS | 5-hydroxytryptamine receptor 5A (Homo sapiens), P47898 | cell-based | activation, % at 9.3 µM | hit rate 0.61% among 340,000 | AID 504692, 2011; in the data active = activation mostly above about 9.5%, no sharp cut-off; inactive = mostly below about 7.6%;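 note: 0% = cells with vehicle only and 100% = reference agonist; strong numbers were not always called active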
Mot1-301 SUMO = yeast Mot1-301 growth rescue at high temperature, primary screen, SUMOylation pathway inhibitor project, S. cerevisiae, ATP luminescence, 38.5C; S. cerevisiae Mot1-301 growth rescue; percent above DMSO median, 100 means doubled; hit rate 1% among 320,000; AID 2716, 2010; growth rescue, % at 18.8 µM;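 active = every valid replicate shows activation above 250% relative to neutral control wells; inactive = the rest, any valid replicate at or below 250%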;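 note: OY570 slx delta 5 strain wells were the positive control but not used for scaling; some compounds called inactive have numbers as strong as hits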
Tat export inh = E. coli Tat export inhibitors, primary screen, MC4100, TorA-mCherry reporter, fluorescence, single point; inhibition, % at 10 µM; hit rate 0.036% among 340,000;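 active = mean replicate inhibition at least 50% and at least half of replicates individually reaching 50%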;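 note: exported cargo escapes ClpAP degradation while cytoplasmic cargo is degraded and loses fluorescence; 0% = median of neutral control wells and 100% = median of NaSCN control wells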
PKA-R2B activ = activators of PKA-R2B holoenzyme, primary screen, biochemical, fluorescence polarization, Cy5-IP20, human; cAMP-dependent protein kinase catalytic subunit beta (Homo sapiens) + cAMP-dependent …; PKA-R2B holoenzyme dissociation; R2B truncated from residue 108, S112A mutant; 0% DMSO only, 100% 113 µM cGMP; activation, % at 11.4 µM; hit rate 0.079% among 340,000;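 active = activation above a cutoff set at the mean over all compounds plus 3 SD, cut at about 18% in these data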;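 note: higher means more holoenzyme dissociation and a rise in polarization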
Target sequence (P31323 whole entry, looked up, other chains not shown, the tested form may be a part): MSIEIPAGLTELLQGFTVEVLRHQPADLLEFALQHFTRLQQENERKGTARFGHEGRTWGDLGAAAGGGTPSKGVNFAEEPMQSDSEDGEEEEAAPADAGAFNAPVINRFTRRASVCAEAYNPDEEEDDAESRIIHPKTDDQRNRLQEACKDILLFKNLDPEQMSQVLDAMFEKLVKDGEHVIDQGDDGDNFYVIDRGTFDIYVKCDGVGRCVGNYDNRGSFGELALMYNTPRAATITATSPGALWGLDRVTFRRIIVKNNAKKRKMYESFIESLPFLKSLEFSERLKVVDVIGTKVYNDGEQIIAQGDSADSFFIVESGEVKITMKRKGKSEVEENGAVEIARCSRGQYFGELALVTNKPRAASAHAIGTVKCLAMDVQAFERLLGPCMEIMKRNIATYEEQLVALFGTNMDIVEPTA
AddAB inh = growth inhibition of E. coli expressing H. pylori AddAB, primary screen, AddAB inhibitor project, absorbance; inhibition, % at 11.9 µM; hit rate 0.29% among 330,000; AID 435030, 2010; in the data active = inhibition above about 12%;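 note: 0% = vehicle wells of infected cells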
HTR5A inv ctr = HTR5A inverse agonists in luminescence cell assay, primary screen, counter-screen for OPRM1-OPRD1 heterodimer inverse agonist project, full-deck HTS | hit rate 0.083% among 340,000 | 5-hydroxytryptamine receptor 5A (Homo sapiens), P47898 | HTR5A cell line, inverse agonism | inhibition, % at 9.3 µM; in the data active = inhibition mostly above about 23%, no sharp cut-off; inactive = mostly below about 18%;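 note: 0% = cells with DMSO and 100% = no-cell wells with DMSO; some compounds called inactive have numbers as strong as hits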
DAGLB inh = DAGLB lipase inhibitors, primary screen, biochemical, fluorescence, HTS; HEK293T DAGLB membrane lysate, EnzChek fluorogenic substrate; inhibition, % at 5.17 µM; Diacylglycerol lipase-beta (Homo sapiens), Q8NCG7; hit rate 0.059% among 340,000; in the data active = inhibition above about 34%;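 note: 0% = enzyme with vehicle and 100% = wells lacking enzyme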
PKA-R1A act = activators of PKA-R1A holoenzyme, primary screen, biochemical, fluorescence polarization, Cy5-IP20, bovine R1A, mouse PKAc; PKA-R1A dissociation; scaled: DMSO 0%, 113 µM cGMP 100%; activation, % at 11.4 µM; hit rate 0.083% among 340,000; AID 504707, 2011;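 active = percent activation above the mean of all tested compounds plus 3 SD, cut at about 19% in these data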;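 note: higher means more PKAc released from R1A so a rise in polarization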
phage Ecoli inh = growth loss of phage-infected E. coli, primary screen, RecBCD inhibitor project, absorbance, with phage, HTS; inhibition, % at 11.9 µM; hit rate 0.26% among 360,000; in the data active = inhibition above about 11%
E coli growth = E. coli V3065 growth inhibition, primary screen, counter-screen for AddAB inhibitor project, absorbance, OD600 | AID 449728, 2010 | 18 h | hit rate 0.27% among 330,000 | inhibition, % at 11.9 µM;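 active = inhibition above the campaign's mean inhibition across all tested compounds plus 3 SD, cut at about 9.9% in these data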;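 note: uninfected addAB+ strain grown without phage in ampicillin broth; 0% = DMSO wells and 100% = ciprofloxacin 0.95 µg/ml wells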
Starred values were filed as active, the others as inactive; . = not tested or not shown.

SMILES	CDK5 inh	HTR5A ag	Mot1-301 SUMO	Tat export inh	PKA-R2B activ	AddAB inh	HTR5A inv ctr	DAGLB inh	PKA-R1A act	phage Ecoli inh	E coli growth
Cc1cccc(NC(=O)c2nc[nH]c2C(=O)N2CCC(C)CC2)c1	0.3	5.7	-4.3	-0.4	-12.9	0.5	-15.4	-1.0	-0.9	2.6	-0.8
Cc1cc(Cl)c2oc(C(=O)N(C)CCc3cnn(C)c3)c(C)c2c1	0.5	-0.4	-6.8	6.1	-0.2	1.0	-6.4	0.0	3.2	-0.2	0.8
COc1cc([N+](=O)[O-])cc(/C=N/NC(=O)C(C)Nc2cccc(C)c2)c1O (stereo unspecified)	-0.1	-5.5	-0.9	-7.1	-12.1	1.8	18.9	5.3	-9.2	1.2	-0.7
CCCCn1cnc2c([nH]c3cc(OC)ccc32)c1=O	-0.2	0.3	-8.7	2.6	-4.3	-0.7	-15.6	-2.7	0.4	1.4	1.7
COc1ccc(/C=C/C(=O)N(Cc2cccs2)C2CCS(=O)(=O)C2)cc1 (stereo unspecified)	-0.7	-6.6	324.8	1.0	3.9	1.5	7.0	-1.0	-2.6	-0.2	-0.7
CCOC(=O)CCC(NC(=O)c1ccc(Nc2nc3ccccc3nc2C(=O)OCC)cc1)C(=O)OCC (stereo unspecified)	-1.7	-1.1	.	-7.8	-12.7	.	4.2	-2.7	-10.2	0.9	.
CCCCC1(C(=O)OCC)NC(c2ccc(O)cc2)C2C(=O)N(c3ccccc3)C(=O)C21 (stereo unspecified)	0.4	3.5	-4.6	10.4	1.0	-0.8	-12.9	2.0	-2.9	1.2	-0.9
COc1cc(CN2CCCCC2C(=O)Nc2ccc(Oc3ccccc3)nc2)ccc1O (stereo unspecified)	-0.3	1.3	-4.1	2.1	6.2	0.7	-3.0	2.9	5.8	0.5	-0.8
CCOC(=O)c1cc(C(C)(C)C)nc(SC)c1C#N	-1.3	3.2	-0.5	5.6	1.5	0.4	-5.2	-13.0	2.1	3.0	-1.3
O=C(NCc1ccco1)C(c1ccncc1)N(C(=O)Cc1cccs1)c1ccccc1 (stereo unspecified)	-0.8	1.6	205.6	0.5	1.4	1.2	-0.8	0.9	2.4	3.1	-1.3
Cc1cc(C)nc(SCc2nnc(SCC#N)n2-c2cccc(Cl)c2)n1	-2.0	-1.3	-6.1	3.4	7.3	-0.8	3.4	0.0	1.9	0.7	-0.2
C=CCN(c1ccccc1)S(=O)(=O)c1cccc(C(=O)N2CCN(c3ncccn3)CC2)c1	-0.4	7.0	1.6	-4.4	-2.0	0.9	-17.3	-0.1	11.6	-0.6	-0.7
COc1ccccc1NC(=O)c1ccc(NC(=O)CN(C)Cc2ccccc2F)cc1	-1.2	-0.9	-16.2	-2.2	-3.8	5.1	14.7	-4.6	-9.2	0.8	-2.3
CCN(C(=O)COC(=O)COc1ccc2c(C)cc(=O)oc2c1)C1CCS(=O)(=O)C1 (stereo unspecified)	-0.2	-3.2	244.1	-6.9	-0.1	6.5	25.5	2.9	-2.4	0.0	1.1
CCc1ccccc1N(CC(=O)N1CCN(c2ccc(F)cc2)CC1)S(C)(=O)=O	1.7	-0.2	2.6	6.5	-12.8	3.4	-8.1	-0.5	-10.8	2.2	0.1
CC(Oc1ccccc1)c1ccnc(N)n1 (stereo unspecified)	-0.3	0.2	14.2	1.3	9.3	0.8	-0.5	-2.1	-2.5	4.1	1.1
O=C(COC(=O)c1ccccn1)Nc1ccccc1OC(F)F	0.5	0.5	24.4	1.4	-3.8	0.7	25.6	-1.9	-0.3	2.5	-0.8
O=C(Nc1ccccc1C(=O)O)c1cccc(F)c1	-0.8	-5.2	-9.6	-6.7	-5.6	2.2	12.9	-2.5	-9.5	2.5	-0.4
Cc1ccc(C(C)(C)C)cc1S(=O)(=O)Nc1cccc(S(=O)(=O)NC2=NCCC2)c1	0.3	1.1	11.4	-17.9	-8.1	1.1	-3.8	1.4	-15.9	-0.2	-0.7
O=C(Nc1ccc2nc3n(c(=O)c2c1)CCCCC3)c1cc([N+](=O)[O-])ccc1F	-1.4	-0.5	-12.5	-9.0	0.2	2.8	1.9	1.2	7.6	-0.5	-1.4
CC1CCN(C(=S)Nc2ccc(F)cc2)CC1	-1.9	0.9	-4.9	-3.0	3.7	0.3	-48.7	0.3	-5.7	4.5	1.0
COc1cc(/C=N/NC(=O)C(N)=O)ccc1OC(=O)c1cccs1	-3.0	-1.2	0.4	-6.8	3.1	2.5	3.1	-2.5	-9.9	3.9	-15.2
CN(CCc1ccccn1)C(=O)CCC1CCCN(C(=O)NC2CCCCC2)C1 (stereo unspecified)	-3.0	-3.2	-4.1	1.5	-10.5	2.8	14.1	-1.1	-1.6	1.7	1.5
O=C(COc1ccccc1Cl)NCCNC(=O)c1cnccn1	6.0	3.8	3.9	5.2	3.0	0.6	6.1	-0.7	-4.1	2.1	1.1
COc1ccc(N2C(=O)C(Cl)=C(NCc3ccccc3)C2=O)cc1	1.2	9.5	8.2	4.4	-0.9	3.8	-24.4	-1.6	0.0	0.5	-1.5

Other structures.
SMILES	CDK5 inh	HTR5A ag	Mot1-301 SUMO	Tat export inh	PKA-R2B activ	AddAB inh	HTR5A inv ctr	DAGLB inh	PKA-R1A act	phage Ecoli inh	E coli growth
CC(C)CC(NS(=O)(=O)c1cccc(C(=O)O)c1)C(=O)O (stereo unspecified)	-1.2	7.6	-7.3	1.9	-12.9	0.9	-19.6	-2.1	-7.2	0.8	0.5
Cc1ccc(NC(=O)CN2C(=O)NC3(CCCCC3C)C2=O)cc1S(=O)(=O)N1CCCCC1 (stereo unspecified)	0.6	-4.3	-12.2	2.2	-8.7	-0.9	10.7	-4.2	-8.4	1.8	-2.5
COc1ccc(S(=O)(=O)N(C)CC(=O)NCc2ccco2)cc1	0.1	-2.2	2.8	-1.9	-1.3	1.7	5.2	1.9	2.0	-1.0	-1.4
O=c1c2ccccc2nc(N/N=C/c2ccc(O)cc2)n1O	0.0	10.0	3.3	-5.1	-0.4	1.9	-24.3	4.0	-2.4	2.2	1.5
C#Cc1ccc([C@H]2C=C(C(=O)N3CCOCC3)O[C@@H](OCc3ccc(CO)cc3)C2)cc1	-0.1	1.6	-8.8	8.0	-4.0	5.2	-3.9	-0.6	-4.1	3.3	0.3
CCCCN(C)C(=O)c1ccc2c(c1)N(CC)C(=O)c1ccccc1S2(=O)=O	-2.0	2.4	15.5	3.4	5.3	0.7	-13.9	1.1	-0.8	-0.1	-2.9
CCN1C(N(C)CCc2cccs2)=N[C@@H](c2ccccc2)C(C(=O)OC)=C1C	-1.2	1.4	-3.0	5.9	-12.7	1.9	-4.0	1.5	-6.7	3.5	0.9
CCC(=O)N1CCc2cc(S(=O)(=O)CCC(=O)N(C)c3ccc(OC)cc3OC)ccc21	.	4.3	1.0	1.8	-9.7	3.7	-7.7	0.6	-2.8	1.4	1.4
Cc1ccc(S(=O)(=O)N2CCN(C(=O)c3ccccn3)CC2)cc1	-1.5	-0.7	12.2	2.6	-13.4	-2.6	1.8	1.9	-0.1	4.2	-1.3
CCOc1ccc(/C=N/NC(=O)c2nnn(-c3nonc3N)c2-c2ccc(OCC)cc2)cc1	0.2	-3.2	77.1	3.2	4.4	1.1	6.2	-2.7	-4.9	2.6	-0.4
CCNS(=O)(=O)c1ccc(CCC(=O)N2CCCC2)cc1	0.7	-2.8	8.3	-0.7	-0.3	-1.2	-28.0	-1.3	-2.4	2.4	-2.1
Cc1sc(NC(=O)c2cccs2)c(C(=O)OC(C)C)c1C	2.5	0.0	12.5	-1.1	-1.7	-0.2	6.3	-24.6	-0.7	1.9	-2.1
CCC(C)(C)N(C(=O)CCC(=O)Nc1cc(C)on1)C(C(=O)NC(C)(C)C)c1ccc(OC)cc1 (stereo unspecified)	-5.7	0.8	197.5	-5.0	1.0	1.5	-2.2	0.3	-3.4	2.4	-0.4
COc1ccc(S(=O)(=O)Nc2ccccc2OC)cc1NC(=O)CC1CC2CCC1C2 (stereo unspecified)	-1.4	-3.4	-9.9	8.4	-10.2	4.1	11.7	-3.2	-5.1	1.9	0.2
CC(C)(C)c1ccc(/C=N/NC(=O)C2CCCC2)cc1	-0.3	2.2	28.3	12.2	-3.5	.	-2.1	-0.7	-11.6	1.0	.
COc1ccc(-c2nnc(SC(C)C(=O)NNC(=O)c3ccc(C)cc3)o2)cc1 (stereo unspecified)	0.9	5.4	9.0	0.8	-6.6	1.2	-9.7	-0.4	1.8	3.6	-0.8
CCN1CCN(c2nc(Nc3cccc(OC)c3)nc(N)c2[N+](=O)[O-])CC1	-4.1	-1.8	-11.1	-2.6	-3.9	1.4	6.7	-1.1	-20.2	3.6	-3.3
CCN(CC(=O)Nc1ccc2c(c1)OCCO2)C(=O)c1cc(Cl)nc2ccccc12	-1.3	-13.7	10.6	-2.7	-10.8	1.4	33.4*	-0.7	-2.7	-0.1	2.1
O=C(NCCN1C(=O)S/C(=C\c2cccs2)C1=O)c1ccco1	-0.9	-1.3	-4.1	8.3	-1.1	-1.2	3.2	1.4	0.1	2.1	1.3
O=C(C1CCC1)N1CCN(c2cccc(C(F)(F)F)c2)CC1	-1.5	-0.1	-0.1	0.4	-2.0	0.8	0.3	-3.7	-3.7	2.5	0.9
COc1ccccc1CNC(=O)COC(=O)c1n[nH]c2ccccc12	1.2	-3.7	-0.7	-0.6	-2.2	1.6	-22.1	-1.7	-9.7	2.8	-1.4
Cc1ccc(F)cc1NC(=O)Cc1ncc(C(F)(F)F)cc1Cl	0.9	5.6	-1.6	8.1	-16.7	3.0	9.1	-1.2	-9.4	3.4	2.4
O=C(C1CCN(CCCc2ccccc2)CC1)N(CCc1ccccc1)Cc1ccccc1	-1.8	-2.7	35.4	6.9	-6.0	-0.9	3.8	0.4	-3.6	0.6	-4.3
O=C(CCC(=O)N1CCCCC1)Nc1ccc(Cl)c(Cl)c1	0.1	-1.2	-14.5	-8.3	-3.3	2.6	-17.9	0.4	-2.5	1.2	2.1

3 entries from above, arranged by the value under Tat export inh, descending:
smiles	Tat export inh
O=C(NCCN1C(=O)S/C(=C\c2cccs2)C1=O)c1ccco1	8.3
CCC(=O)N1CCc2cc(S(=O)(=O)CCC(=O)N(C)c3ccc(OC)cc3OC)ccc21	1.8
CCNS(=O)(=O)c1ccc(CCC(=O)N2CCCC2)cc1	-0.7

Hits appear at their usual frequency; any-hit rate near 2.3%.
